Growth percent in the NCI-60 one-dose screen (48 h, 10 µM unless noted): 100 = growth as untreated, 0 = no growth, -100 = all killed.
HL-60(TB) – HL-60(TB) leukemia cells; 9% of 78,000 active; AID 1794776; active means growth percent below 10
Starred values were filed as active, the others as inactive; & = joins results of further samples. The list is partial; count on the stated rates, not on these rows.

SMILES	HL-60(TB)
CCOc1ccc2ccccc2c1-c1nc2sc3c(c2c(=O)[nH]1)CCCC3	50.2
O=C(c1ccc(Br)cc1)C1C(c2ccc(Br)cc2)C2CCCN2C12C(=O)Nc1ccccc12 (stereo unspecified)	85.6
COc1ccc(C(=O)NC(=O)Nc2ccc3c(c2)NC(=O)/C3=C\c2[nH]c(C)c(C(=O)O)c2C)cc1	95.2
C=C(C)[C@@H]1CC[C@]2(N=C=O)CC[C@]3(C)[C@H](CC[C@@H]4[C@@]5(C)Cc6c([nH]c7ccccc67)C(C)(C)[C@@H]5CC[C@]43C)[C@@H]12	46.2
O=C(Cc1ccccc1)NCO	93.0
C(=C/c1cnnc2ccccc12)/c1ccccc1	74.0
COc1ccccc1S(=O)(=O)Nc1ccc2c3c(cc(-c4cnn(C)c4)nc13)C(=O)N2C	-30.1*
O=c1nc(-c2ccco2)sc(=O)[nH]1	112.4
C/C(=N\Nc1ccc([N+](=O)[O-])cc1[N+](=O)[O-])c1ccc[nH]1	67.2
COc1ccc(/C=C2/N=C3N(N=C(CCl)N3c3ccccc3)C2=O)cc1	103.1
CC1=C(C)C(=O)N(Cc2ccccc2)C(c2cn(-c3ccccc3)nc2C)O1 (stereo unspecified)	99.0
O=C(NC1CCCCC1)OCc1c(COC(=O)NC2CCCCC2)c(-c2ccc(Cl)c(Cl)c2)n2c1CCC2	-35.6*
CCOc1c(C#N)c(Nc2ccc(S(N)(=O)=O)cc2)c(C#N)c2nc(=O)nc(Nc3ccccc3)n12	83.7
Nc1c(-c2nc3ccc(Br)cc3c(=O)[nH]2)nnn1-c1ccccc1	103.0
Cc1[nH]c(C2CC(c3ccc(C(F)(F)F)c(F)c3)=NN2C)c(C)c1C(=O)O (stereo unspecified)	98.3
COc1cc2cc(NCc3ccncc3)nc(C)c2cc1OC	103.3
CCCCNc1ccccc1	65.9
CCOP(=O)(OCC)c1nc(-c2ccc([N+](=O)[O-])cc2)oc1N(C)CCO	102.2
O=C(/C=C/c1ccc(Cl)cc1)c1ccc(-n2cc(CN3CCN(c4cc5c(cc4F)c(=O)c(C(=O)O)cn5C4CC4)CC3)nn2)cc1	99.0
CCCCCCCCN1C(=O)/C(=c2\sc3n(c2=O)NC2C(N=3)N(CC)C(=O)N2CC)c2ccccc21 (stereo unspecified)	79.3
ClCCOCCOc1ccccc1-c1ccccc1	97.5
O=S(=O)(C/C=C/CS(=O)(=O)c1ccccc1)c1ccccc1	96.5
COc1ccc(/C(C)=C(\c2ccc(Cl)cc2)c2ccc(OCCCN(C)C)cc2)cc1F	66.2
CCCCC1CCCC12NC(=O)NC2=O (stereo unspecified)	84.6
O=S(=O)(NCCCNc1nccc(-c2c(-c3cccc(F)c3)nc3sccn23)n1)c1cccc(F)c1	40.5
O=C(Nc1cc(C(F)(F)F)ccc1Cl)ON1CCCCC1	53.4
CC(C)(C)c1nn(-c2ccccc2)c2c1CC1(CN2Cc2ccc3c(c2)OCO3)C(=O)c2ccccc2C1=O	102.0
c1ccc(CCCc2ccnc3ccccc23)nc1	95.9
CN1C(=O)N(C)C2C1NC(=O)N2CC(=O)NN (stereo unspecified)	100.8
Cc1ccc(S(=O)(=O)NCc2ccccc2)cc1	103.8
Cc1cccc(NC(=O)c2cc3nc4c(c(C(F)(F)F)n3n2)CCc2ccccc2-4)n1	90.0
NC[C@H]1O[C@@H](n2cnc3c(=O)[nH]c(N)nc32)[C@H](O)[C@@H]1O	104.7
c1ccc2c(-c3nc(N4CCOCC4)c4c5c(sc4n3)CCCCCC5)cccc2c1	113.6
C1=C2CCCC3=Cc4ccccc4OC23Oc2ccccc21	8.5*
O=c1c2c(c3ccccc3n1-c1ccccc1)NC(=S)NC2c1ccc(Cl)cc1 (stereo unspecified)	22.1
Cc1cc(C)c(N=Nc2cc(C)c(N)cc2C)c(S(=O)(=O)O)c1	75.1
OCC1OC(n2cnc3ccccc32)CC1O (stereo unspecified)	105.5
CCN(CC)CCC(CNc1c(C)cnc2cc(Cl)ccc12)c1ccc(Cl)c(Cl)c1 (stereo unspecified)	51.5
COc1ccc(C(=O)Nc2ccc(N(C)C)cc2)cc1	89.8
CC(C)c1cccc(C(C)C)c1NC(=O)Nc1ccc(Cl)cc1Cl	106.7
O=C(NC1=Nc2ccccc2C(=O)NN1)c1ccc(Cl)cc1	101.5
Cc1ccc(-c2cc(-c3ccccn3)n(C3=NCC(=O)S3)n2)cc1	108.3
CN(CCO)Cc1ccc(Cl)cc1	93.5
CC/C(=C(/c1ccc(Cl)cc1)c1ccc(OCCN2CCCC2)cc1)c1ccc(Cl)cc1	80.2
COc1ccc(-c2ccnc3c(C#N)c(Nc4ccccc4)nn23)cc1	97.2
CC(=S)NC(=O)C(=O)/C=C1/NC(=O)C(=O)S1	103.8
NC(=O)NC(=O)c1ccccc1	76.6
N#CCCc1c(O)ccc2ccccc12	85.9
Cc1ccc(NC(=O)c2cc(-c3nc4ccccc4s3)c(=O)n(NS(=O)(=O)c3ccc(Cl)cc3)c2N)cc1	101.2
Cc1cc(C)cc(NC(=O)CSc2nnc(-c3ccc(NC(=O)c4cccnc4)cc3)o2)c1	99.8
O=C(C(=O)N1CCCC1)c1cn(CCCCCCn2cc(C(=O)C(=O)N3CCCC3)c3ccccc32)c2ccccc12	104.8
COc1ccc(C2C3=C(COC3=O)N(CCO)c3cc4c(cc32)CCC4)cc1OC (stereo unspecified)	0.1*
COc1cc(OC)cc(C(=O)NCCCl)c1	102.7
COc1cc(/C=N/NC(=O)CN2CCN(c3cc4c(cc3F)c(=O)c(C(=O)O)cn4C3CC3)CC2)cc(OC)c1OC	100.8
Cn1nc(C(F)(F)F)cc1-c1cc(Cl)c(OCc2ccc(Cl)cc2)c(-c2ccc(Cl)c(C(F)(F)F)c2)c1O	-24.3*
O=C(Cn1cc(CO)nn1)Nc1nc(-c2ccc(Cl)cc2)cs1	98.9
O=C(CSc1nc2ccccc2c(=O)n1-c1ccc(Cl)cc1)N/N=C/c1ccc(Oc2ccc(Br)cc2)cc1	100.0
CC(C)(C)OC(=O)NS(=O)(=O)N(c1cccc(F)c1)C1CCN(C(=O)OC(C)(C)C)CC1	67.2
O=C(c1ccccc1)c1ccncc1	93.9
C=CCc1c(O)c(C(=O)/C=C/c2ccccc2)c(OC)c2ccoc12	36.3
Next section
SMILES	HL-60(TB)
S=C(Nc1ccccc1)N1CCN(C(=S)Nc2ccccc2)CC1	94.5
CC(=O)CC(C)=Nc1ccc(Cl)cc1	111.5
CC(=O)NC1(C(=O)O)CCCC1	101.1
O=C(N/N=C/c1ccc2c(c1)CCC2)c1ccccc1[N+](=O)[O-]	86.6
O=C(NCCO)c1ccncc1	94.4
CC1C(c2ccccc2)=Nn2c(=O)n(-c3ccccc3)c(=O)n21 (stereo unspecified)	105.8
CCOC(=O)c1cc(C(=O)OCC)cc(C(=O)OCC)c1	56.9
CCC(CC)=NOC(=O)Nc1ccccc1	97.0
CC(=O)Nc1ccc(S(=O)(=O)F)cc1[N+](=O)[O-]	90.6
CCOc1nn2c(CCC(=O)c3nc4ccccc4[nH]3)nnc2s1	84.2
COc1cc(/C=N/Nc2ccc(F)cc2F)cc(OC)c1OC	65.5
Cc1cc(NS(=O)(=O)c2ccc(N=Nc3c(N)[nH]c(=O)[nH]c3=O)cc2)nc(C)n1	92.4
CC(C)OC(=O)OCOP(=O)(OCOC(=O)OC(C)C)C1CCCN(O)C1=O (stereo unspecified)	6.5*
O=C(Nc1ccc(F)cc1)N1CCOCC1	102.1
Cc1cc(C(=O)Nc2cc(Nc3ncccc3-c3ncnc4nc[nH]c34)ccc2F)cc(C(F)(F)F)c1	25.1

Four compounds drawn at random from the list so far, as already listed:
SMILES	HL-60(TB)
COc1cc(/C=N/Nc2ccc(F)cc2F)cc(OC)c1OC	65.5
CCOc1nn2c(CCC(=O)c3nc4ccccc4[nH]3)nnc2s1	84.2
O=C(N/N=C/c1ccc2c(c1)CCC2)c1ccccc1[N+](=O)[O-]	86.6
O=C(Nc1ccc(F)cc1)N1CCOCC1	102.1

Next structures follow.
SMILES	HL-60(TB)
CCOC(=O)C1=C(C)OC(N)=C(C#N)C1c1cc(=O)oc2ccc(Cl)cc12 (stereo unspecified)	88.7
O=C1NC(=O)C(=Cc2ccccn2)C(=O)N1	92.2
C/C=C/C/C=C/[C@H](C)C[C@H](O)[C@@H]1C[C@@H]2O[C@H]2/C=C/[C@@H]2OC(C)(C)O[C@H]2/C=C/C[C@H](C)CC(=O)O1	31.2
COc1ccc(CCC(N)c2ccc(OC)cc2)cc1 (stereo unspecified)	79.5
CCCN(CCC)c1ccc(N=Nc2ccccc2C(=O)O)cc1	60.7
CC1=NN(c2ccccc2)C(=O)C1N=Nc1cc(Cl)cc(S(=O)(=O)O)c1O (stereo unspecified)	132.7
CC(C)(C)c1ccc(O)c(CN(CCO)CCO)c1	93.4
COc1ccc(-c2nnc(SCC(=O)Nc3ccc(C(=O)/C=C/c4ccccc4)cc3)n2-c2ccccc2)cc1OC	65.3
Cc1ccc(-c2csc(N3C(=O)c4ccccc4C3=O)n2)cc1	95.2
COc1ccc(NC(=O)/C=C\C(=O)O)cc1OC	102.0
Cc1ccc2nc(NC(=O)CSc3nc(-c4ccc(O)cc4)c(C#N)c(=O)[nH]3)sc2c1	97.3
CCNC1(c2cccs2)CCCCC1=O (stereo unspecified)	81.6
c1ccc2c(c1)C(=NN=C1c3ccccc3-c3ccccc31)c1ccccc1-2	103.4
CCC1S/C(=N\N=C(/C)c2cc3ccccc3o2)N(c2ccccc2)C1=O (stereo unspecified)	-93.7*
C[C@@H]1C(=O)N(C[C@@H](Cc2ccccc2)NC(=O)OCc2ccccc2)[C@]1(Cc1ccccc1)C(=O)OCc1ccccc1	13.1
CC(C)(O)Cn1cc(-c2ccc3nc(OC4CC4)ccc3c2)c2c(N)ncnc21	76.7&97.3
c1cc(-c2nc3sc(-c4ccncc4)nc3s2)ccn1	92.8
Brc1ccc(-c2nnc(CSc3nnc(-c4ccncc4)o3)o2)cc1	104.9
Nc1nc(N)c(N)c(N)n1	115.8
Oc1ccc(Cc2nccc3cc(O)c(O)cc23)cc1O	66.1
O=C(Nc1cc(=O)[nH]c(=O)[nH]1)C(Cl)Cl	99.4
COc1ccc(/C=C/C(=O)c2ccc(O)c(CN3CCN(c4cc5c(cc4F)c(=O)c(C(=O)O)cn5C4CC4)CC3)c2)cc1OC	57.0
COc1cc(-c2n[nH]nc2-c2cnccn2)cc(OC)c1OC	99.1
Clc1cccc(C2COOC3(CCCCCC3)OOC3(CCCCCC3)OOC2)c1	92.1
CCCOc1c(OC)cc2c3c1-c1cc4c(cc1CC3OCC2)OCO4 (stereo unspecified)	66.8
O=C1CN2C(c3ccccc3)=CSC2=N1	114.4
C[N+]1(C)CCOC(=O)C1	108.2
CN1CCN(Cc2ccc(NC(=O)c3[nH]ncc3Nc3ncnc4sc5c(c34)CCCC5)cc2)CC1	-67.4*
COc1ccc(CN2C(=O)Cc3ccccc3-n3nc(C(C)(C)C)cc32)cc1	90.4
COc1cccc(NC(=O)Nc2ccc(Nc3ncnc4[nH]c(C)c(C)c34)cc2F)c1	102.1

A stretch from further up, as a working copy:
SMILES	HL-60(TB)
CC(C)(O)Cn1cc(-c2ccc3nc(OC4CC4)ccc3c2)c2c(N)ncnc21	76.7&97.3
c1cc(-c2nc3sc(-c4ccncc4)nc3s2)ccn1	92.8
Brc1ccc(-c2nnc(CSc3nnc(-c4ccncc4)o3)o2)cc1	104.9
Nc1nc(N)c(N)c(N)n1	115.8

(next part)
SMILES	HL-60(TB)
CC(=O)N1N=C2N(Cc3ccccc3)C(=O)c3c(sc4c3CCCC4)N2C1c1cn(-c2ccccc2)nc1-c1ccc(Cl)cc1 (stereo unspecified)	88.5
COc1cccc(-c2oc3ccc(OC)cc3c(=O)c2O)c1	51.0
CCOC(=O)c1cc(=O)nc(N)s1	95.3
O=C(/C=C/c1ccc(OCc2ccccc2)cc1)c1nc2ccccc2[nH]1	89.7
CCCC(C)C(CC)(C(=O)OCC)C(=O)OCC (stereo unspecified)	166.7
CCn1cc(-c2nc(N)[nH]c(=O)c2C(C)=O)c(-c2ccc(Br)cc2)n1	88.8
C=C1CC[C@H]2[C@@H]([C@H]3[C@@H](C)CC[C@@H]13)C2(C)C	88.3
CCNc1ccc(/C=C2\C=Cc3ccccc32)cc1	58.1
CCOc1ccc(NC(=O)Nc2ccc(OCC)cc2)cc1	96.7
Cn1cc(-c2nc(-c3cn(C)c4c(Cl)nccc34)cs2)c2ccccc21	81.7
Cc1cc(N(CCCNc2ccnc3cc(Cl)ccc23)Cc2ccc3c(c2)OCO3)nc(N2CCCCC2)n1	-68.4*
COc1ccc(Nc2scc3[n+]2CCC3)cc1	104.6
COc1ccc(-c2cc(N)n(-c3nc4ccccc4[nH]3)n2)cc1	101.0
CCc1nnc(Nc2ccc(Br)cc2)o1	83.1
Oc1ccc(-c2nnc(-c3cccnc3)o2)cc1	96.4
O=C(NC(Sc1ccc(Cl)cc1)C(=O)O)c1ccccc1 (stereo unspecified)	100.4
CCOC(=O)c1c2c(c(C)n1Cc1ccccc1)-c1ncncc1CC2	83.4
CN(C)Cc1cc(C(C)(C)c2ccccc2)ccc1O	109.1
Cc1c(C(=O)Nc2nc3ccccc3s2)nnn1-c1ccccc1Cl	89.6
Cc1ccc(S(=O)(=O)N(Cc2ccccc2)c2ccccc2C(=O)NO)cc1	83.1
Clc1ccc(/C=N/N=c2\scc(-c3ccccc3)n2/N=C/c2ccc(Cl)cc2)cc1	92.8
N#C/C(=C\c1ccc(-c2ccccc2)cc1)c1ccc([N+](=O)[O-])cc1	86.5
O=C(O)C1CCC1	98.3
O=C(OCCCl)c1ccccc1C(=O)OCCCl	90.3
O=S(=O)(Oc1ccc(-c2ccc3sccc3c2)cc1)c1ccccc1	99.6
CCc1c(OC)cc(OC)c(OC)c1O	97.6
O=C(Nc1ccc(Cl)c(Cl)c1)n1ncc2ccc([N+](=O)[O-])cc21	99.4
O=C(O)c1c[nH]c2ccccc2c1=O	91.2
COc1ccc(-n2cc(-c3ccc(Br)cc3)nc2SCC(=O)c2ccc(C)cc2)cc1	106.8

Of the compounds above, these contain a furan ring, fused or not:
SMILES	HL-60(TB)
O=c1nc(-c2ccco2)sc(=O)[nH]1	112.4
C=CCc1c(O)c(C(=O)/C=C/c2ccccc2)c(OC)c2ccoc12	36.3
CCC1S/C(=N\N=C(/C)c2cc3ccccc3o2)N(c2ccccc2)C1=O (stereo unspecified)	-93.7*

From PubChem
